Furin inhibitor: human furin inhibition. AID 463115. P09958. inhibition, % at 30 µM. 220,000 compounds, 0.061% hits. purified furin, fluorogenic substrate cleavage; in the data active = inhibition above about 25%; also: inactives centre near -15
thrombin 1536: inhibitors of human thrombin. 220,000 compounds, 0.26% hits. alpha-thrombin, Boc-VPR-AMC fluorogenic substrate cleavage. inhibition, % at 5 µM;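 active = inhibition at or above 40%; inactive = inhibition below 40%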;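 also: 0% = enzyme with no compound and 100% = wells without enzyme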
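System: human alpha-thrombin protein; Compound dosing: one concentration per compound, 5 µM, with 0.2% DMSO; Timing: reaction at room temperature; Technique: AMC fluorescence, 355/460 nm; Controls: enzyme without compound as high, wells lacking enzyme as low.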
PPC-1+TRAIL kill: kills PPC-1 cancer cells in the presence of TRAIL. PPC-1 cells + TRAIL, ATPLite viability luminescence. cell killing (% activity), % at 4 µM. 220,000 compounds, 0.41% hits. AID 1443;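 active = cell killing above 50% in the first pass at 4 µM, then a duplicate retest at 5 µM averaging 50% or more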;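 also: plate controls were cells with TRAIL plus DMSO for no effect and medium-only wells lacking cells for full effect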
TRPML3 ag: activates the human TRPML3 channel; HEK293 TRPML3-YFP, Fluo-8 calcium fluorescence; 100% = the carbachol control signal; 220,000 compounds, 0.29% hits; Q8TDD5; activation, % at 3 µM; AID 1448;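 active = activation above its plate's cutoff, the mean activation of the plate's test wells plus 3 SD, cut at about 12% in these data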;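 also: 0% = DMSO only wells and 100% = carbachol wells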
Target sequence (Q8TDD5 whole entry, looked up): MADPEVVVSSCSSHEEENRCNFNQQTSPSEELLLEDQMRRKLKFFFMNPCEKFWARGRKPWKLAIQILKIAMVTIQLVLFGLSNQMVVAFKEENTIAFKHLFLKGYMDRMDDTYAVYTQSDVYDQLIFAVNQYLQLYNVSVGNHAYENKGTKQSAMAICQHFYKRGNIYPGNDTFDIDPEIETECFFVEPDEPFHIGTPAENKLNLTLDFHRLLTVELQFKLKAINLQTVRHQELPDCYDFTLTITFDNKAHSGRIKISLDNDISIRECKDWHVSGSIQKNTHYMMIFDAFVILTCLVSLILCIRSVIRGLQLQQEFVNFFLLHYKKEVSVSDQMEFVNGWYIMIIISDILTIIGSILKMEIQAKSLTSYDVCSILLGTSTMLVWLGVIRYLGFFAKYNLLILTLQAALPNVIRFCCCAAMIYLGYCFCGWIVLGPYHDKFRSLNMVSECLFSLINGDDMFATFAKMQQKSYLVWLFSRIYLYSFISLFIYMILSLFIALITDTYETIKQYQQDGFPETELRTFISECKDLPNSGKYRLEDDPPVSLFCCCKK
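system = HEK293 cells stably carrying human TRPML3-YFP | doses = one concentration, 3 µM nominal, 0.3% DMSO | timing = dye loading 1 h 37 °C then 30 min ambient, 125 s read | detection = Fluo-8 calcium dye fluorescence, ex 470-495, em 515-575 nm | benchmarks = high control carbachol 87 µM, low control DMSO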
Tb hexokinase: T. brucei hexokinase 1 inhibition. 220,000 compounds, 0.11% hits. recombinant TbHK1, G6PDH-coupled NADH A340. inhibition, % at 10 µM;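 active = inhibition of 50% or more in the single-dose primary screen; inactive = inhibition below 50%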
Calpain2 inh: blocks pig calpain II enzyme activity; inhibition, % at 16 µM; purified calpain II, fluorogenic peptide substrate, 30 min; 220,000 compounds, 0.37% hits;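 active = inhibition above about 50%, limit read from the data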
EBV gp42 block: EBV gp42 inhibition | 220,000 compounds, 0.42% hits | Fluorescence polarization binding assay, mP read-out | inhibition, % (tested at 21.74 µM); in the data active = inhibition above about 50%
Target sequence (Q1HVG2 whole entry, looked up): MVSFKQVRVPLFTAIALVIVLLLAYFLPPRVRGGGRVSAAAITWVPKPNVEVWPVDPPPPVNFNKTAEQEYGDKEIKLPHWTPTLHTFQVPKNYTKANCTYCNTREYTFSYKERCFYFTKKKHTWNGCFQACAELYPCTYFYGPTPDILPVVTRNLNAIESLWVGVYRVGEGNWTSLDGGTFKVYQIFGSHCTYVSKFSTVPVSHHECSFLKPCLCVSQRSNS
KCC2 mod: modulates chloride dependent transport by human KCC2; Q9H2X9; KCC2 cells, thallium flux FluoZin-2 fluorescence; B-score of Tl+ flux slope (higher = more flux/activation; lower = inhibition) at 10 µM; 190,000 compounds, 2.2% hits;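 active = thallium flux slope and its plate-corrected score both differing from the plate sample mean at a set confidence after two filtering rounds, in either direction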;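 also: slope of fluorescence scaled to starting intensity during 10 to 20 s after thallium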
TRPN1 ag: zebrafish TRPN1 (NompC) channel agonism; HEK293 zebrafish TRPN1-YFP, Fluo-8 calcium fluorescence; 100% = response to 87 µM carbachol; activation, % at 3 µM; 220,000 compounds, 0.18% hits;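 active = activation above its plate's cutoff, the mean activation of test wells on that plate plus 3 SD, cut at about 19% in these data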;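 also: 0% = DMSO alone and 100% = 87 µM carbachol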
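Assay system: Zebrafish TRPN1-YFP in HEK293 cells | Incubation: Dye loading 1 h at 37 °C, then 30 min room temperature | Measured by: Kinetic Fluo-8 fluorescence, ex 470-495, em 515-575 nm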
* marks the source's active call; other numbers are inactive results; i = inactive; nt = not tested or not shown; [ ] = remark or other dose. An unsorted share of the library. Share with any hit: about 3.6%.

molecule	Furin inhibitor	thrombin 1536	PPC-1+TRAIL kill	TRPML3 ag	Tb hexokinase	Calpain2 inh	EBV gp42 block	KCC2 mod	TRPN1 ag
COc1cc(C2C(C#N)=C(N)Oc3cc(C)n(CC4CCCO4)c(=O)c32)cc2c1OCO2 (centres undefined)	-25	2	-3	0.8	4	-35	-2	nt	-0.9
CN(CC(=O)O/N=C(\N)c1ccccn1)S(=O)(=O)c1ccc(Br)cc1	-8[20 µM]	4	20	0.3	3	-6	-14	nt	0.3
O=C(CCC1N=C2c3ccccc3N=C(SCc3ccccc3Cl)N2C1=O)NCc1ccco1 (centres undefined)	-11	0	25	0.9	-2	-31	-7	-0.44	0.0
CC(NC(=S)Nc1ccccc1C(F)(F)F)C1CC2CCC1C2 (centres undefined)	-9	1	-3	-0.9	11	27	5	i	-2.0
CCOC(=O)CNC(=O)CSc1nnc(Cn2c(=O)sc3ccccc32)n1-c1ccccc1C	-15	-11	-6	-0.2	1	-13	-16	-0.62	-0.4
Cc1cc(C)c(NC(=O)C(C)c2cccc(C(=O)c3ccccc3)c2)c(C)c1 (centres undefined)	-12[20 µM]	19	-10	-1.3	-4	40	-3	0.1	-2.5
CCOC(=O)C1=C(C)C2C3C(=O)N(c4ccccc4C)C(=O)C3C1(C)C1C(=O)N(c3ccccc3C)C(=O)C21 (centres undefined)	-12	-4	4	0.5	35	7	-7	-0.51	-0.2
CCOC(=O)C1=C(C)Nc2ncnn2C1c1c[nH]c2ccccc12 (centres undefined)	-18[20 µM]	0	18	0.7	1	-12	-22	1.1	1.1
Cc1cnc(NC(=O)CCCc2nc3ccccc3s2)s1	-11[20 µM]	-4	7	-0.4	-5	-25	1	-1.3	1.1
CC(=O)c1cc(NC(=O)c2ccc(C)cc2)c(=O)oc1C	-12	2	12	0.7	-9	16	0	0.74	0.0
Cc1nc2ccccc2c2nc(NC(=O)Cc3ccccc3)nn12	-16[20 µM]	1	12	0.4	-5	-28	-11	0.59	-0.2
CCOC(=O)CN1N=C(/C=C/c2ccccc2)CCC1=O	-12[20 µM]	nt	nt	0.6	-24	nt	nt	-0.18	0.0

Limited to Tb hexokinase, for seven of the compounds above:
Molecule	Tb hexokinase
O=C(CCC1N=C2c3ccccc3N=C(SCc3ccccc3Cl)N2C1=O)NCc1ccco1 (centres undefined)	-2
CC(NC(=S)Nc1ccccc1C(F)(F)F)C1CC2CCC1C2 (centres undefined)	11
CCOC(=O)CNC(=O)CSc1nnc(Cn2c(=O)sc3ccccc32)n1-c1ccccc1C	1
Cc1cc(C)c(NC(=O)C(C)c2cccc(C(=O)c3ccccc3)c2)c(C)c1 (centres undefined)	-4
CCOC(=O)C1=C(C)C2C3C(=O)N(c4ccccc4C)C(=O)C3C1(C)C1C(=O)N(c3ccccc3C)C(=O)C21 (centres undefined)	35
CCOC(=O)C1=C(C)Nc2ncnn2C1c1c[nH]c2ccccc12 (centres undefined)	1
Cc1cnc(NC(=O)CCCc2nc3ccccc3s2)s1	-5

Additional compounds
molecule	Furin inhibitor	thrombin 1536	PPC-1+TRAIL kill	TRPML3 ag	Tb hexokinase	Calpain2 inh	EBV gp42 block	KCC2 mod	TRPN1 ag
O=C(O)c1cccc(NC(=O)c2cccc(S(=O)(=O)N3CCc4ccccc4C3)c2)c1	-18	-11	15	0.9	-10	-49	-23	-0.56	0.6
CC(=O)N1CCN(Cc2nc(C(c3ccccc3)c3ccccc3)no2)CC1	-12	-12	1	0.1	-3	-22	0	1.4	-0.7
COc1cc2nc(C3CCC3)n(NC(=O)COc3ccccc3)c(=O)c2cc1OC	-8	-2	-4	0.7	1	7	-11	1.5	-0.4
Cc1ccc(Nc2ccccc2)cc1	-7[20 µM]	2	14	-0.5	6	-11	-6	0.74	0.8
Nc1scc(-c2ccncc2)c1Cl	-18[20 µM]	-6	29	-0.9	-4	6	-12	-0.97	-1.9
CC1=C(C#N)C(Nc2cc(C)ccn2)(C(F)(F)F)C(=O)N1 (centres undefined)	-24[20 µM]	-7	-9	0.9	-6	2	-1	0.043	-0.1
O=C1c2ccccc2C(=O)N1Cc1nc(-c2ccncc2)no1	-6	2	-1	0.2	4	-34	-12	-0.33	1.3
O=C(CCCn1c(=O)[nH]c2ccccc2c1=O)N1CCN(c2ccccn2)CC1	-3	-4	18	1.0	-1	9	-2	0.88	-0.3
Cc1ccc(OCC(=O)Nc2oc(-c3ccccc3)c(-c3ccccc3)c2C#N)cc1	-23[20 µM]	nt	nt	0.5	-4	nt	nt	-0.49	-1.4
N#CCCCSc1nnc(Cc2ccc3c(c2)OCO3)o1	-17[20 µM]	1	22	-0.4	0	-17	-10	-0.12	0.3
COc1ccc(/C=C2\SC(=S)N(C(C(=O)O)c3ccccc3)C2=O)c(OC)c1 (centres undefined)	10	-3	-13	0.7	-5	13	-75	-0.48	-0.5
CS(=O)(=O)N(CCc1ccccc1)CC(=O)NCc1ccc2c(c1)OCO2	-27[20 µM]	-5	3	0.7	-10	-6	-21	-0.66	-0.7

Structures above with an aryl thioether with sulfur outside any ring, in the order listed:
molecule	Furin inhibitor	thrombin 1536	PPC-1+TRAIL kill	TRPML3 ag	Tb hexokinase	Calpain2 inh	EBV gp42 block	KCC2 mod	TRPN1 ag
CCOC(=O)CNC(=O)CSc1nnc(Cn2c(=O)sc3ccccc32)n1-c1ccccc1C	-15	-11	-6	-0.2	1	-13	-16	-0.62	-0.4
N#CCCCSc1nnc(Cc2ccc3c(c2)OCO3)o1	-17[20 µM]	1	22	-0.4	0	-17	-10	-0.12	0.3

(cont.)
Labels used below: A = Furin inhibitor; B = thrombin 1536; C = PPC-1+TRAIL kill; D = TRPML3 ag; E = Tb hexokinase; F = Calpain2 inh; G = EBV gp42 block; H = KCC2 mod; I = TRPN1 ag
COc1cccc(NC(=O)CN(C)C(C)C(=O)Nc2ccc(C(C)=O)cc2)c1 (centres undefined)
  A: -17; B: 1; C: 4; D: 0.9; E: -4; F: -10; G: -4; H: 0.046; I: 0.8

CCN(CC(=O)NCc1cccs1)C(=O)c1ccccc1F
  A: -18; B: -9; C: 1; D: 1.1; E: 0; F: 23; G: -12; H: 0.16; I: -0.9

COc1ccc(CSc2n[nH]c(C)n2)cc1[N+](=O)[O-]
  A: -17; B: 24; C: -9; D: 0.7; E: -5; F: 23; G: 9; H: 0.0083; I: 1.2

O=S(=O)(NCc1ccco1)c1cnc(Cl)c(Br)c1
  A: -4; B: -1; C: 8; D: 0.1; E: 0; F: -8; G: -14; H: 0.26; I: -0.2

O=C(NC(=S)Nc1cc(C(F)(F)F)ccc1N1CCOCC1)c1ccco1
  A: -6; B: 11; C: 17; D: 0.3; E: -15; F: 22; G: -2; H: 89*; I: -0.3

COC(=O)c1ccc(NC(=O)CNS(=O)(=O)c2cccs2)cc1
  A: -16[20 µM]; B: -5; C: 6; D: 1.0; E: -4; F: -11; G: -18; H: 0.016; I: 0.4

O=C(NNC(=S)NC(=O)c1sc2ccccc2c1Cl)c1ccc(Cl)cc1
  A: -8; B: 2; C: 20; D: -0.4; E: -4; F: -18; G: -8; H: 25*; I: -1.2

CC(C)OC(=O)c1cccc(C(=O)Oc2ccccc2)n1
  A: -9[20 µM]; B: 5; C: 20; D: 0.3; E: 2; F: 15; G: -23; H: 0.17; I: 0.0

Cc1ccc(SCCn2nc(C(=O)O)c3ccccc3c2=O)cc1
  A: -12; B: nt; C: 3; D: 0.1; E: 5; F: -11; G: -22; H: -0.23; I: -0.1

O=C(CCCN1C(=O)c2cccc3cccc(c23)C1=O)NCc1cccnc1
  A: 1; B: 20; C: 2; D: -0.3; E: -6; F: -18; G: 4; H: 0.41; I: -1.1

O=S(=O)(c1ccc(OCC(O)CNC23CC4CC(CC(C4)C2)C3)c(Cl)c1)N1CCOCC1 (centres undefined)
  A: -23; B: -7; C: 21; D: 1.5; E: 9; F: -5; G: 3; H: 0.052; I: 3.3

O=C(CN1C(=O)C2C3C=CC(C3)C2C1=O)Nc1ccc2c(c1)OCCO2 (centres undefined)
  A: -14; B: -2; C: -21; D: 0.8; E: 20; F: -12; G: -17; H: 1.4; I: 2.4

CCOc1ccccc1-c1n[nH]c(=S)o1
  A: -15[20 µM]; B: 5; C: 6; D: 0.9; E: -8; F: -91; G: -10; H: nt; I: 0.7

O=C(c1ccc(SCc2ccco2)c([N+](=O)[O-])c1)N1CCOCC1
  A: -10; B: -1; C: -7; D: 1.1; E: 39; F: 26; G: -3; H: 1.8; I: 1.4

COC(=O)c1ccc(S(=O)(=O)N2CCCN(Cc3cccc(Br)c3F)CC2)n1C
  A: -9; B: -2; C: 17; D: 2.3; E: -6; F: 27; G: -8; H: 0.043; I: 5.2

Cc1cccc(NC(=S)N(C)Cc2cn(C)c3ccccc23)c1
  A: -11; B: -4; C: -11; D: 0.1; E: 22; F: 13; G: -4; H: -0.9; I: -2.8

COc1ccccc1N1CCN(C(=S)NC(=O)/C=C/c2ccccc2)CC1
  A: -22; B: -6; C: -8; D: -0.7; E: -4; F: -9; G: -10; H: 6.7*; I: -3.9

Nc1nc(SCC(=O)c2cc3ccccc3o2)n[nH]1
  A: -31; B: 3; C: 12; D: 0.8; E: -18; F: -36; G: -2; H: 0.83; I: -0.2

CN(CC(=O)Nc1ccc(F)cc1)C(=O)CSc1nc2ncc(Cl)cc2[nH]1
  A: -28; B: -21; C: 13; D: -0.4; E: 0; F: 16; G: -1; H: -0.98; I: 1.4

CCN(CCO)c1ccc(N=Nc2cc(C)[nH]n2)cc1
  A: 7; B: -4; C: 77*[5 µM]; D: 0.3; E: -17; F: 2; G: -58; H: 0.6; I: 1.7

COc1ccc(NC(C)=O)cc1NC(=O)CSc1nnc(-c2ccccn2)n1C
  A: -18; B: -3; C: 35; D: -0.3; E: 22; F: 18; G: 6; H: 1.2; I: 2.3

COCCNC(=O)CCCn1c(=O)c2cc(OC)c(OC)cc2n(CC(=O)Nc2ccc(C)c(F)c2)c1=O
  A: -28; B: -9; C: 11; D: 1.2; E: -7; F: -15; G: 0; H: -0.45; I: -1.1

COc1ccccc1NC(=O)c1ccc(C)s1
  A: -16[20 µM]; B: 4; C: 18; D: 0.1; E: 4; F: 26; G: -15; H: 0.063; I: -1.2

O=C(CN(Cc1ccccc1)S(=O)(=O)c1ccc(Br)cc1)N/N=C/c1ccccc1C(=O)O
  A: -13; B: 1; C: 4; D: 0.4; E: -8; F: 31; G: -9; H: -0.055; I: -0.7

Cc1c(NC(=O)CSc2ncn[nH]2)c(=O)n(-c2ccccc2)n1C
  A: -15[20 µM]; B: 3; C: 8; D: 0.7; E: -4; F: -22; G: -7; H: 1.2; I: 1.1

COc1cc2oc3cc(C)oc(=O)c3c2cc1OC
  A: -58; B: -4; C: 26; D: 0.4; E: -41; F: -328; G: -3; H: -0.22; I: -0.5

CCOc1cc(/C=N/N=C2/NC(=O)C(CC(=O)O)S2)ccc1OS(=O)(=O)c1ccc(C)cc1 (centres undefined)
  A: -26; B: nt; C: 17; D: 0.6; E: -23; F: -12; G: -16; H: -0.54; I: 0.3

Ordered by value in Furin inhibitor (lowest first): three of the compounds above.
SMILES | Furin inhibitor | thrombin 1536 | TRPML3 ag | Tb hexokinase | Calpain2 inh | EBV gp42 block | KCC2 mod
COc1ccc(NC(C)=O)cc1NC(=O)CSc1nnc(-c2ccccn2)n1C | -18 | -3 | -0.3 | 22 | 18 | 6 | 1.2
COc1cccc(NC(=O)CN(C)C(C)C(=O)Nc2ccc(C(C)=O)cc2)c1 (centres undefined) | -17 | 1 | 0.9 | -4 | -10 | -4 | 0.046
O=C1c2ccccc2C(=O)N1Cc1nc(-c2ccncc2)no1 | -6 | 2 | 0.2 | 4 | -34 | -12 | -0.33
